# Source: PubChem (National Center for Advancing Translational Sciences (NCATS))
# FBPA coupling cs: qHTS Assay for Inhibitors of Fructose-1,6-bisphosphate Aldolase from Giardia Lamblia: Coupling assay counterscreen; coupling enzyme system counterscreen, AmpLite Red fluorescence; activity change, negative = inhibition, % at 58.2 µM, hits read low; 290,000 tested, 0.67% active; in the data active means activity change below about -30%
#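 Final compound at 57.5 uM, incubated 10 min at RT with coupling enzyme reagent (glyceraldehyde-3-phosphate), then 20 min with substrate and AmpLite Red detection. Fluorescence read at 525/598 nm; tests interference with the coupling assay, not aldolase inhibition.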
# Starred values were filed as active, the others as inactive; & = joins results of further samples. On the % scale 0 is the no-effect control and ±100 the full control effect. Only part of the results is shown; count on the stated rates, not on these rows.
SMILES,FBPA coupling cs
CC(OCc1ccccc1)C(NC(=O)OC(C)(C)C)C(=O)NC1COC2CC(n3cc(F)c(=O)[nH]c3=O)OC12 (centres undefined),4
CC12CC3OS(=O)OC3CC3C4C(C(OCc5ccccc5)C31)C42 (centres undefined),2
CC(=O)Oc1ccc(/C=C/C(=O)CC2OC(Oc3cc(OC(C)=O)c4c(c3)O[C@@H](c3ccc(OC(C)=O)cc3)CC4=O)C(OC(C)=O)C(OC(C)=O)C2OC(C)=O)cc1 (some centres undefined),-1
Cc1cccc2c3c(ccc12)C1=C(C(=O)C3=O)C(C)CO1 (centres undefined),-60*
CCNc1ncc2nc(-c3cccc(C#N)c3)c(=O)n(CCC#N)c2n1,6
O=c1cc(N2CCNCC2)oc2c(-c3ccccc3)cccc12,2
COC(=O)N1CCC2(CCN(Cc3nccs3)CC2)CC1,4
C=CC[C@@H]1C=C[C@H](O/N=C\[C@@H](C)[C@H](OCc2ccccc2)C(C)C)[C@H](CO)O1,0
Cc1cnc(CNc2ccnc(-c3ccccc3C)n2)cn1,7
C[C@H]1NC(=O)NC1=O,1&0
O=c1c(O)c(-c2ccccc2)oc2cccc(O)c12,4
CN(C)c1ccc2c(-c3ccccc3)c3ccc(=[N+](C)C)cc-3oc2c1,20
CC(C)C[C@@H](CC(=O)N[C@@H](CCCN)CC(=O)N[C@@H]1CCNC[C@H]1C(=O)N[C@H](CC(=O)N[C@@H](CCC(=O)O)CC(=O)O)CC(C)C)NC(=O)[C@@H]1CNCC[C@H]1N,-3
COc1ccccc1-c1cc(NCc2ccccc2)ncn1,3
COc1cccc(Nc2ncc3nc(C)c(=O)n(C)c3n2)c1,5
COc1ccc(-c2coc3cc(O)ccc3c2=O)c(OC)c1,4
CCCC/C=C/C(NC(=O)c1cccs1)c1ccccc1 (centres undefined),-3
COc1ccccc1CN1CCCC2(CCN(C(C)=O)CC2)C1,-4
COC(=O)[C@@]1(Cc2ccc(OC)cc2)[C@H]2c3cc(C(=O)N4CCCC4)n(CCF)c3C[C@H]2CN1C(=O)c1ccccc1,0
COc1ccc(-n2c(=O)c(-c3cccs3)nc3cnc(Nc4ccccc4)nc32)cc1,1
COc1ccc2[nH]cc(CCNc3ncnc4ccc(-c5cccnc5)cc34)c2c1,0
COCCn1c(=O)c(CCc2ccccc2)nc2cnc(N3CCN(C)CC3)nc21,2
COC(=O)c1nnc(C(=O)NCc2ccccc2)c2[nH]c3ccccc3c12,3
COc1cccc(Nc2ncc3nc(C)c(=O)n(-c4ccccc4)c3n2)c1,0
Fc1ccccc1-c1nc(-c2ccccc2)oc1NC1CCCCC1,1

# Other compounds follow.
SMILES,FBPA coupling cs
COc1ccc(/C=C/C2=CC3(C)CC2(C)C(c2ccc(OC)cc2)CC3=O)cc1 (centres undefined),0
COc1cccc(Nc2ncc3nc(-c4cn(C)c5ccccc45)c(=O)n(CCC#N)c3n2)c1,0
COC(=O)C[C@H]1c2ccccc2C2=C(C[C@@H](C)[C@H]3C(=O)NC(=O)[C@@H]23)N1C(=O)OC,1
CCNc1ncc2nc(C)c(=O)n(Cc3ccc(F)cc3)c2n1,0
N[C@](CC1c2ccccc2Oc2ccccc21)(C(=O)O)[C@@H]1C[C@@H]1C(=O)O,3
Cc1cnc(CNc2nc(-c3ccccc3C)nc3ccccc23)cn1,1
COc1ccc(-n2c(=O)cnc3cnc(OC)nc32)cc1,3
CCCCC(=O)Oc1ccccc1C(=O)O,-3&-1
COC/C=C/C1=CC2=CC(=O)C(C)(OC(=O)c3cnc4ccccc4n3)C(=O)C2=CN1CCc1ccccn1 (centres undefined),-1
CS(=O)(=O)N1CCC2(CCCN(c3ccccn3)C2)CC1,3
O=C(c1csnn1)N1CCC2(CC1)CCN(c1ccccc1)CC2,2
COc1ccc(-n2c(=O)c(-c3cccc(F)c3)nc3cncnc32)cc1,2
CC(=O)OC[C@@H]1O[C@@H](O/N=C2/C[C@@H](O)[C@@H](O)[C@@H]3[C@@H]4C(=O)N(Cc5ccc6c(c5)OCO6)C(=O)[C@H]4CC[C@H]23)[C@H](OC(C)=O)[C@H](OC(C)=O)[C@@H]1OC(C)=O,2
CCCCCCCC1=Cc2ccccc2C(C(C(C)=O)C(=O)OC)N1C(=O)OC (centres undefined),0
COC(=O)N[C@@H](CCc1ccccc1)[C@]1(C(=O)OC)CCCC1=O,3
Cc1c(C)c2c(c(C)c1O)CC[C@@](C)(C(=O)O)O2,-34*
CC[C@H](CC[C@H](C)[C@@H]1CC[C@@H]2[C@H]3CC=C4C[C@@H](O)CC[C@]4(C)[C@H]3CC[C@]21C)C(C)C,0
CN(C)c1ncc2nc(-c3cccc(C#N)c3)c(=O)n(C)c2n1,0
CC(=O)N[C@H]1[C@@H](O[C@@H](C)C(=O)O)[C@H](O)[C@H](CO)O[C@@H]1O,0
N#Cc1cccc(-c2nc3cnc(N4CCOCC4)nc3n(C[C@H]3CCCO3)c2=O)c1,3
CC(=O)OC[C@@H]1O[C@@H](O/N=C2/C[C@@H](O)[C@@H](O)[C@@H]3[C@@H]4C(=O)N(C[C@@H]5CCCO5)C(=O)[C@H]4CC[C@@H]23)[C@H](OC(C)=O)[C@H](OC(C)=O)[C@@H]1OC(C)=O,0
COC(=O)[C@@]1(Cc2ccc(OC)cc2)[C@H]2c3cc(C(=O)N4CCCC4)n(Cc4cc(F)cc5c4OCOC5)c3C[C@H]2CN1C(=O)c1ccccc1,1
CCC1(c2ccccc2)NC(=O)NC1=O (centres undefined),-5
Cc1noc(C)c1-c1nc(N2CCOCC2)c2ccccc2n1,4
Cc1cnc(CNc2ncnc3ccc(-c4ccc5c(c4)OCO5)cc23)cn1,-6

# The final 2 entries of the part above open the next one:
SMILES,FBPA coupling cs
Cc1noc(C)c1-c1nc(N2CCOCC2)c2ccccc2n1,4
Cc1cnc(CNc2ncnc3ccc(-c4ccc5c(c4)OCO5)cc23)cn1,-6
Cc1nc(NC2CCCCC2)c2nc(-c3ccccc3)n(CCN(C)C)c2n1,3
Cc1nc2c(c(=O)[nH]1)CSCC2,0
O=c1c(-c2cccs2)nc2cncnc2n1Cc1ccc(F)cc1,3
COc1cccc(-c2nc(NCc3cccs3)c3ccccc3n2)c1,4
N#Cc1ccc(CN2CC[C@@]3(CCCN(C(=O)c4cc(C(F)(F)F)cc(C(F)(F)F)c4)C3)C2)cc1,1
CN(Cc1cnc2nc(N)nc(N)c2n1)c1ccc(C(=O)N[C@H](CCC(=O)O)C(=O)O)cc1,0
CCCCCCCCCCCCCCCC(=O)N[C@H](CN1CCOCC1)[C@H](O)c1ccccc1,-1
C=C1C2=CC(=O)OC(c3ccoc3)[C@]2(C)CCC1[C@]1(C)C=CC(=O)C(C)(C)C1CC(=O)OC (some centres undefined),-3
CC1CC=CC2C1C(=O)N(Cc1ccccc1)C2c1ccc2ccccc2c1 (centres undefined),1
CCOC(=O)CNC(=O)O[C@H]1C(=O)c2cc(OC)ccc2O[C@@H]1c1ccc(OC)c(Br)c1,2
Cc1noc(C)c1C(=O)N1CCC2(CC1)CN(c1ncccn1)C2,1
O=C1C=C[C@@H](O)[C@@H]2[C@H]3C(=O)N(c4ccc(F)cc4F)C(=O)[C@@H]3CC[C@@H]12,1
C=C1CCN(C(Cc2ccccc2)C(=O)O)S(=O)(=O)c2ccccc21 (centres undefined),6
CCCCCCCCCCCCCCC[C@@H](O)[C@H](CO)NC(=O)CCCCCCC,1
Cc1noc(C)c1C(=O)N1CCC2(CCCN(C(c3ccccc3)c3ccccc3)C2)CC1,0
COC(=O)NC(CC(C)=O)c1ccc2c(c1)OCO2 (centres undefined),1
Clc1ccccc1-c1nccc(NCc2cccs2)n1,0
CCN(CC)CC1CCN(c2ncc3ncnc(Nc4ccc(F)c(Cl)c4)c3n2)CC1,1
CSCC[C@H](NC(=O)[C@@H]1CCCN1C(=O)CNC(=O)[C@H](CCCCN)NC(=O)[C@H](Cc1cnc[nH]1)NC(=O)[C@H](CO)NC(=O)[C@H](CC(C)C)NC(=O)[C@H](CCCNC(=N)N)NC(=O)[C@@H]1CCCN1C(=O)[C@H](CCCNC(=N)N)NC(=O)[C@H](CCC(N)=O)NC(=O)[C@H](CCCNC(=N)N)NC(=O)[C@H](CCCNC(=N)N)NC(=O)[C@H](Cc1ccccc1)NC(=O)[C@@H](N)CCCCN)C(=O)N1CCC[C@H]1C(=O)N[C@@H](Cc1ccccc1)C(=O)O,0
CC(C)Cn1nnnc1S(=O)(=O)Cc1ccccc1,1
CC(C)C[C@H](N)C(=O)N[C@H](C(=O)N[C@@H](CCCN=C(N)N)C(=O)N[C@H](CS)C(=O)NCC(=O)N[C@@H](CCCCN)C(=O)N[C@@H](Cc1cnc[nH]1)C(=O)N[C@@H](CO)C(=O)N[C@@H](CCCN=C(N)N)C(=O)O)C(C)C,1
COc1ccc(-c2ccc(OC)c(C3C4C=CCCC4(C)C(=O)N3Cc3ccccc3)c2)cc1OC (centres undefined),1
COC(=O)N1CCC[C@@]2(CCN(C(=O)Nc3ccc(OC)cc3)C2)C1,-3
Cn1cccc1C(=O)N1CCC2(CC1)CN(Cc1ccc(C#N)cc1)C2,6
COc1ccc(O[C@H]2C=C[C@@H](c3ccccc3)O[C@H]2COC(=O)CC/C(C)=N\O[C@@H](C)c2cn([C@H](CO)Cc3ccccc3)nn2)cc1,0&2

# Following part
SMILES,FBPA coupling cs
Cc1ccc(S(=O)(=O)COCCN2CCN(S(=O)(=O)c3ccc(C)cc3)CCC2=O)cc1,2
CC[C@@]1(c2ccccc2)NC(=O)NC1=O,0
CCCCCCN(C(=O)CCCCCN1C(=O)NC(c2ccc(C(F)(F)F)cc2)C(C(=O)OCc2ccccc2)=C1C)C(C(=O)NCCCC)c1ccc(OCC(=O)OC)c(C(=O)OC)c1 (centres undefined),-3
CCCC/C=C/[C@H](c1ccccc1)[C@H](CO)Cc1ccc2ccccc2c1,-4
Cc1nc2cnc(Nc3ccccc3)nc2n(Cc2ccc(F)cc2)c1=O,-1
C=CC1=C2C=C(C3CC3)N(Cc3ccc4c(c3)OCO4)C=C2C(=O)C(C)(OC(=O)c2ccco2)C1=O (centres undefined),-6
C[C@@H](c1ccccc1)N1C(=O)[C@H]2[C@H]3[C@H](O)[C@H](O)C/C(=N/OC[C@@H](O)COCc4ccco4)[C@@H]3CC[C@@H]2C1=O,4
COc1cccc(CCc2ccccc2OCC[C@@H]2C[C@@H](O)CN2C)c1,-8
CCCCc1nc2c(c3c1C[C@H](C)OC3)CN(C(=O)c1ccco1)CC2,0
CCCN1CCC(=O)N(C(CSc2ccc(OC)cc2)Cc2ccccc2)CC1 (centres undefined),3
COC(=O)C1=C(C(=O)OC)[C@@H]2Nc3ccccc3[C@@]23C[C@@H](C(=O)OC)N(S(=O)(=O)c2ccc(C)cc2)C3=N1,3
COc1ccc(Oc2ncc3nc(-c4ccccc4)c(=O)n(CCC#N)c3n2)cc1,-1
c1ccc(CNc2ncnc3ccc(-c4ccoc4)cc23)cc1,-1
CCNc1ncc2nc(-c3ccc(Cl)cc3)c(=O)n(Cc3ccc(F)cc3)c2n1,2
Cn1cccc1C(=O)N1CCC2(CCCN(Cc3ccncc3)C2)CC1,2
CC(C)CN1CC[C@@]2(CCCN(C(=O)c3csnn3)C2)C1,2
O=c1c(-c2ccc(F)cc2)nc2cnc(Oc3ccccc3)nc2n1C[C@H]1CCCO1,8
COc1ccc(/C=C/c2ccccc2)cc1C1C2C=CCCC2(C)C(=O)N1Cc1ccccc1 (centres undefined),0
C=C1CCN(C(CC(C)C)C(=O)O)S(=O)(=O)c2ccccc21 (centres undefined),5
O=C(c1cc(C(F)(F)F)cc(C(F)(F)F)c1)N1CCC2(CCCN(c3ccncc3)C2)CC1,0
CNC(=O)Oc1ccc2c(c1)C1(C)CCN(C)C1N2C (centres undefined),-16
O=C1[C@H]2[C@H]3[C@H](O)[C@H](O)C/C(=N/OC[C@@H](O)COCc4ccco4)[C@@H]3CC[C@@H]2C(=O)N1Cc1ccccc1,1
N#CCCn1c(=O)c(-c2cc(F)cc(F)c2)nc2cnc(N3CCOCC3)nc21,4
CN1CCN(c2ncc3nc(CCc4ccccc4)c(=O)n(CCC#N)c3n2)CC1,4
C=CCc1cccc(C2C(C)CCC3C(=O)N4C(Cc5c([nH]c6ccccc56)C4c4cc(OC)c(OC)c(OC)c4)C(=O)N32)c1 (centres undefined),-1
Cn1c(=O)c(CCc2ccccc2)nc2cncnc21,-4
CCCCC(CC)COC(=O)CC(C(=O)OCC(CC)CCCC)S(=O)(=O)O (centres undefined),8

# Of the compounds above, these contain an NH in an aromatic ring:
SMILES,FBPA coupling cs
CC(OCc1ccccc1)C(NC(=O)OC(C)(C)C)C(=O)NC1COC2CC(n3cc(F)c(=O)[nH]c3=O)OC12 (centres undefined),4
COc1ccc2[nH]cc(CCNc3ncnc4ccc(-c5cccnc5)cc34)c2c1,0
COC(=O)c1nnc(C(=O)NCc2ccccc2)c2[nH]c3ccccc3c12,3
Cc1nc2c(c(=O)[nH]1)CSCC2,0
CSCC[C@H](NC(=O)[C@@H]1CCCN1C(=O)CNC(=O)[C@H](CCCCN)NC(=O)[C@H](Cc1cnc[nH]1)NC(=O)[C@H](CO)NC(=O)[C@H](CC(C)C)NC(=O)[C@H](CCCNC(=N)N)NC(=O)[C@@H]1CCCN1C(=O)[C@H](CCCNC(=N)N)NC(=O)[C@H](CCC(N)=O)NC(=O)[C@H](CCCNC(=N)N)NC(=O)[C@H](CCCNC(=N)N)NC(=O)[C@H](Cc1ccccc1)NC(=O)[C@@H](N)CCCCN)C(=O)N1CCC[C@H]1C(=O)N[C@@H](Cc1ccccc1)C(=O)O,0
CC(C)C[C@H](N)C(=O)N[C@H](C(=O)N[C@@H](CCCN=C(N)N)C(=O)N[C@H](CS)C(=O)NCC(=O)N[C@@H](CCCCN)C(=O)N[C@@H](Cc1cnc[nH]1)C(=O)N[C@@H](CO)C(=O)N[C@@H](CCCN=C(N)N)C(=O)O)C(C)C,1
C=CCc1cccc(C2C(C)CCC3C(=O)N4C(Cc5c([nH]c6ccccc56)C4c4cc(OC)c(OC)c(OC)c4)C(=O)N32)c1 (centres undefined),-1

# Given as labelled records: entries from further up.
> COc1ccc(Oc2ncc3nc(-c4ccccc4)c(=O)n(CCC#N)c3n2)cc1
  FBPA coupling cs = -1
> c1ccc(CNc2ncnc3ccc(-c4ccoc4)cc23)cc1
  FBPA coupling cs = -1
